TrxR1 substrate: substrates of rat thioredoxin reductase 1; purified TrxR1 substrate turnover, NADPH consumption readout; Potency, µM (titrated, usually from 114 µM), inactives show top-dose activity change, negative = substrate turnover; 390,000 tested, 0.01% active; AID 588456; also: potency is read from the fitted curve at half-maximal effect; % is scaled to controls: 0 for no effect and ±100 for the full control effect; nearly all actives have a fitted effect of over 50% in size
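Rat TrxR1, dispensed at 90 nM, was prereduced with 400 uM NADPH (final) for 5 min at ~22 deg C, then incubated with compound 15 min before 400 uM selenite. A first-read NADPH fluorescence drop versus no-compound background flagged substrates.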
PI4K2A block: inhibitors of human PI4K2A; purified PI4K2A, ADP-Glo luminescence, 1 h; hits give low values; activity change, negative = inhibition, % at 76.9 µM; 420,000 tested, 0.13% active; AID 1346378; in the data active = activity change below about -50%; inconclusive = mostly about -30% to -49%;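 also: -100% = wells without enzyme as full effect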
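ADP-Glo luminescence measured ADP generated by PI4K2A enzyme (4 ug/mL before mixing) with 1.2 mM PI substrate (pre-mix) and 300 microM ATP (pre-mix). Tris pH7.5 buffer with MgCl2, Triton X-100; 1 h reaction at ambient temperature.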
Vif-A3G inh: blocks the Vif interaction with human APOBEC3G; Q9HC16; HeLa A3G-eYFP + Vif (tagged APOBEC3G with the HIV-1 protein that degrades it), YFP fluorescence, overnight; Potency, µM (top dose mostly 46.1 µM), without a hit: top-dose activity, negative = active, actives largely listed as inhibitors; 410,000 tested, 0.076% active;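 also: potency is read from the fitted curve at half-maximal effect; % is scaled to controls: 0 for no effect and ±100 for the full control effect; nearly all actives have a fitted effect of over 60% in size; hits raise eYFP signal because A3G escapes Vif-driven loss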
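HeLa cells stably expressing Vif and C-terminally eYFP-tagged A3G, seeded overnight at 37 deg C, then exposed to compound by pintool overnight at 37 deg C. Rise in yellow fluorescence (Ex 488/Em 500-530, Acumen) marks blocked Vif-driven A3G degradation.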
Vif-A3F inh: inhibitors of Vif-A3F interaction | 390,000 tested, 0.2% active | HeLa A3F-eYFP + Vif (tagged APOBEC3F with the HIV-1 protein that degrades it), YFP fluorescence increase | AID 602313 | Potency, µM (doses to about 46.1 µM), inactives show at the highest dose activity, negative = active; also: potency is read from the fitted curve at half-maximal effect; % of control where 0% means no effect; nearly all actives have a fitted effect of over 65% in size
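Fluorescence increase (Ex 488/Em 500-530) after overnight compound treatment at 37 deg C flags inhibition of Vif-driven A3F-eYFP loss in stable HeLa A3F-eYFP/Vif cells seeded overnight beforehand.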
USP1-UAF1 inh: inhibitors of human USP1/UAF1 deubiquitinase. recombinant USP1/UAF1, Ub-Rhodamine cleavage fluorescence. Potency, µM (doses to about 57.1 µM), without a hit: at the top dose activity change, negative = inhibition, most hits filed as inhibitors. 390,000 tested, 0.23% active; also: potency is read from the fitted curve at half-maximal effect; % is scaled to controls: 0 for no effect and ±100 for the full control effect; nearly all actives have a fitted effect of over 60% in size; inactives centre near -12
Target sequence (O94782 whole entry, looked up): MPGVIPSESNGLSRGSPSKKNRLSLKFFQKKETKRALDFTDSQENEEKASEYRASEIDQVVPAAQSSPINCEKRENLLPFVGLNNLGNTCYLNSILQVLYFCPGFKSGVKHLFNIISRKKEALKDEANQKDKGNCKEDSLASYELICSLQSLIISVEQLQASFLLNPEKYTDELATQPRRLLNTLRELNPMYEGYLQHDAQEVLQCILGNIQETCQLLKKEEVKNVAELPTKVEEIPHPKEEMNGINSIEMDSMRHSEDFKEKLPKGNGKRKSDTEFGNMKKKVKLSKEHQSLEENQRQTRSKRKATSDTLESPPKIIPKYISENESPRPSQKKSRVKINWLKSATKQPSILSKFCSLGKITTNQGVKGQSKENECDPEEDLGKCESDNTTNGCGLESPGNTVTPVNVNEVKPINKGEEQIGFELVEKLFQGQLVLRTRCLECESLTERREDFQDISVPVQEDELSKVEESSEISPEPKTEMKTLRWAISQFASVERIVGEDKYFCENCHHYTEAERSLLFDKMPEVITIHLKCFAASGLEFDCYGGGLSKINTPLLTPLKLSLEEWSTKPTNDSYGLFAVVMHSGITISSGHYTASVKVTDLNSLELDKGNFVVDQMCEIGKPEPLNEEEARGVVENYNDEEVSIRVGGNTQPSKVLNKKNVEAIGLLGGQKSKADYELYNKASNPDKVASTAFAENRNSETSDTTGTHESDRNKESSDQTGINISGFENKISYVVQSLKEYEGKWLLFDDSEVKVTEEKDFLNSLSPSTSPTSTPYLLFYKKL
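High-throughput fluorogenic screen: 1nM USP1/UAF1 complex, Ub-Rho substrate 150nM final, 50mM HEPES pH 7.8 with 0.5mM EDTA, 0.1 mg/ml BSA, 1mM TCEP and 0.01% Tween-20.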
LDHA block: blocks human lactate dehydrogenase A; P00338; purified LDHA, NADH/diaphorase-resazurin fluorescence; hits give low values; activity change, % (values are at about 110 or 230 µM); 480,000 tested, 0.15% active; in the data active = activity change below about -30%; inconclusive = mostly about -25% to -30%;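 also: plate controls were DMSO wells for no effect and wells without enzyme for full effect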
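LDH5 2 nM; NADH 0.06 mM, pyruvate 0.2 mM; 200 mM Tris pH 7.4, EDTA, Tween-20; 5 min RT. Detection: diaphorase 0.133 mg/mL + resazurin 37 µM, fluorescence ex540/em590 at 0 and 20 min; normalized to enzyme-free and DMSO wells.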
mIDH1 inhibitor: blocks human mutant IDH1 R132H enzyme | IDH1-R132H enzyme, NADPH consumption, diaphorase/resazurin fluorescence | Potency, µM (highest dose often 76.6 µM), for the others: at the top dose activity change, negative = inhibition, actives largely listed as inhibitors | 390,000 tested, 0.093% active; also: potency is read from the fitted curve at half-maximal effect; % is scaled to controls: 0 for no effect and ±100 for the full control effect; nearly all actives have a fitted effect of over 65% in size
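IDH1-R132H (0.5 ug/mL dispensed) in pH 7.5 Tris buffer was preincubated 30 min with compound, then given a substrate mix of 0.016 mM NADPH and 2 mM alpha-KG for 80 min at room temperature; remaining NADPH was read by diaphorase/resazurin fluorescence.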
GRP78 ERSR act: ER stress response induction in glioma; AID 602332; 420,000 tested, 0.02% active; U87-MG GRP78 promoter luciferase reporter, 16 h; Potency, µM, for inactives: at the highest dose activation, usual class: activators; also: potency is read from the fitted curve at half-maximal effect; series mostly up to about 76 µM; % of control where 0% means no effect; nearly all actives have a fitted effect of over 35% in size
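ERSR induction read as luciferase luminescence (Bright-Glo, 10 min at room temperature) in stably transfected human U87-MG glioma cells exposed to compounds for 16 h, using GRP78 as sensor.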
RXFP1 ag: agonists of human relaxin receptor RXFP1 | Q9HBX9 | HEK293T-RXFP1 cAMP TR-FRET, 30 min; response scale: percent of porcine relaxin response, buffer zero | Potency, µM (doses to about 57.5 µM), for the others: at the top dose activation, actives largely listed as activators | 370,000 tested, 0.3% active | AID 2676; also: potency is read from the fitted curve at half-maximal effect; % is scaled to controls: 0 for no effect and ±100 for the full control effect; nearly all actives have a fitted effect of over 60% in size; many of its hits are not listed in these tables
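Agonist response is measured as cAMP accumulation in an RXFP1-transfected HEK293T line under PDE4 inhibition. Values are scaled between buffer-only and 29 nM porcine relaxin, and EC50s come from standard Hill equation fits.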
An asterisk follows results filed as active; ? = inconclusive; nt = not tested or not shown; & = joins results of further samples; [ ] = another dose, or the depositor's remark. Unless noted, calls follow the shape of the dose curve; as a rule, active = well fitted curve in the direction sought with a large enough effect; inconclusive = small, poorly fitted or top-dose-only effect, or another doubt; inactive = no such curve, though single readings can be large; an effect the other way counts as inactive or inconclusive. A portion of the library; the hit share may differ from the screen's.

Molecule,USP1-UAF1 inh,LDHA block,Vif-A3F inh,PI4K2A block,mIDH1 inhibitor,RXFP1 ag,Vif-A3G inh,TrxR1 substrate,GRP78 ERSR act
Nc1ccn(-c2ccc(Cl)cc2)c(=O)c1,-7%,-4,5%,8,0%,-0.7%,-3%,-3%,-3%
CCOC(=O)Cc1c(C)nc2cc(-c3ccc(C(C)(C)C)cc3)[nH]n2c1=O,-14%,-1,3%,2,1%,1.7%,-8%,20%,-4%
CC(/C=C/c1cccc([N+](=O)[O-])c1)=N\NC(=O)c1ccncc1,-1%,-4,-4%,14,8%,0.2%,-4%,-10%,-3%
CCOc1ccc(S(=O)(=O)Nc2cccc(C(=O)N3CCN(c4cccc(OC)c4)CC3)c2)cc1,-6%,1,3%,2,-6%,0.1%,-2%,-11%[57.1 µM],-4%
CC1CCCCC1NC(=O)c1cc(Cl)nc2ccccc12 (stereo not drawn),-7%,0,-3%,4,-1%,nt,-1%,nt,-5%
CCOC(=O)c1ccccc1NC(=O)CC1SC(=NC)N(C)C1=O (stereo not drawn),-26%,-4,-5%,1,10%,2.3%,0%,6%,-4%
O=S(=O)(O)c1cc(O)c2cc(Nc3ccccc3)ccc2c1,?,21,-6%,-20,6%,nt,1%,71%[activator],-6%
CCOC(=O)N1CCN(C(=O)COC(=O)CSc2cc(C)c(Br)cc2C)CC1,-23%,-3,9%,-7,-4%,0.6%,-11%,-4%,-3%
Cc1nc(S(=O)(=O)N2CCN(c3cccc(Cl)c3)CC2)cn1C,-31%,2,9%,-5,1%,1.7%,0%,-4%[57.1 µM],-2%
Oc1ccc(N=Nc2ccccc2C(F)(F)F)c2cccnc12,-25%,2,7%,-2,-12%,-4.8%,2%,0%[57.1 µM],-8%
Cc1n[nH]c(=O)nc1NCC1CCCO1 (stereo not drawn),5%,-1,-4%,4,10%,0.2%,-1%,10%[57.1 µM],1%
O=C(NC1CCCc2ccccc21)c1cccc(S(=O)(=O)N2CCOCC2)c1 (stereo not drawn),-8%,-18,3%,4,-1%,0.5%,4%,-2%[57.1 µM],-5%
COC(=O)C(Cc1ccc(O)cc1)NC(=O)CCc1nc2ccccc2s1 (stereo not drawn),-14%,-8,0%,0,-9%,-0.9%,2%,-1%,-3%
COC(=O)c1oc2ccccc2c1NC(=O)c1ccccc1O,-12%,-5,-5%,-8,8%,0.3%,-11%,8%,-2%
O=C(COC(=O)C1CCC(=O)N1)Nc1ccccc1OC(F)F (stereo not drawn),-16%,-1,-13%,0,-9%,nt,0%,5%,-4%
Cc1oc(-c2ccccc2F)nc1CSCC(=O)NC1CC1,-19%,-2,1%,0,-9%,10%,0%,5%,-2%
Cc1ccc(-n2nnnc2SC(C)C(=O)NCC(=O)Nc2ccc(F)c(F)c2F)c(C)c1 (stereo not drawn),-19%,-1,0%,-4,3%,0.6%,0%,-10%,-5%
COc1cccc(CNC(=O)C2Cc3cc(S(=O)(=O)N4CCCCCC4)ccc3N2C(C)=O)c1 (stereo not drawn),-19%,-3,8%,-4,0%,-0.3%,5%,-2%[57.1 µM],-3%
Cn1c(CCC(=O)Nc2ccc(N3CCOCC3)cc2)nc(=O)c2ccccc21,-9%,3,nt,1,8%,0.7%,4%,-3%,1%
O=C(NCCC1=CCCCC1)C(=O)NCC1OCCCN1S(=O)(=O)c1ccc(F)cc1 (stereo not drawn),-17%,-7,3%,-3,-1%,0.5%,-9%,-5%,-3%
COc1cccc(C2CC(=O)Nc3c2c(=O)[nH]c2ncnn32)c1OC (stereo not drawn),-21%,4,-1%,2,-9%,-1.3%,2%,14%[11.4 µM],-2%
O=C(COc1ccccc1)NCC(=O)N/N=C/c1ccco1,2%,-2,-10%,-4,3%,1.4%,0%,-11%,-6%
Cc1ccc(CCNC(=O)CSCc2ccc(F)cc2)cc1,-27%,-3,2%,1,9%,3.7%,-1%,3%,?
Cc1ccccc1NS(=O)(=O)c1ccc(Cl)cc1,-6%,-7,-16%,-6,1%,1.1%,-7%,-1%[57.1 µM],-1%
Cc1ccc2ccc3c(c2n1)NS(=O)(=O)c1ccc(C(F)(F)F)cc1-3,nt,3,nt,nt,nt,nt,?,-7%,-12%

Further results:
Molecule,USP1-UAF1 inh,LDHA block,Vif-A3F inh,PI4K2A block,mIDH1 inhibitor,RXFP1 ag,Vif-A3G inh,TrxR1 substrate,GRP78 ERSR act
COC(=O)c1sccc1-n1cc(C#N)c(=O)n(C)c1=O,-12%,-1,4%,-2,1%,-0.8%,5%,11%[57.1 µM],-2%
Cc1c(Cl)cccc1N(CC(=O)O)S(C)(=O)=O,-11%,0,6%,-11,1%,-0.5%,0%,5%,-6%
O=C(N/N=C\c1ccc(F)cc1)c1ccc(F)cc1,-18%,-4,-19%,0,4%,-2.3%,3%,7%[57.1 µM],-4%
COc1ccc(Br)cc1CN(C)C(=O)c1ccc2c(c1)NC(=O)C(C)S2 (stereo not drawn),3%,-1,4%,2,-2%,-1.3%,-1%,8%[57.1 µM],1%
COc1cc2c(NC3CCN(C)CC3)nc(N3CCCN(C)CC3)nc2cc1OCC1CCCCN1 (stereo not drawn),nt,7,nt,nt,nt,nt,2%,95%[activator],-6%
COc1ccc(CCNC(=O)Cn2c(=O)n(-c3cc(OC)c(OC)c(OC)c3)c(=O)c3ccccc32)cc1OC,7%,-4,0%,-2,-7%,-2.9%,2%,8%[2.29 µM],-4%
CC(=O)Nc1cccc(-c2ccnc3c2CC(C(=O)NCCN(C)C)O3)c1 (stereo not drawn),nt,-11,nt,1,nt,nt,4%,nt,-2%
Cc1ccc(NS(=O)(=O)N2CCCCC2)cc1,-15%,-5,5%,4,6%,nt,-3%,-2%[57.1 µM],-2%
CCCC(NS(=O)(=O)c1ccc(-c2ccc(=O)[nH]n2)s1)c1cccs1 (stereo not drawn),-6%,-7,-2%,2,-11%,-0.1%,0%,0%,8%
O=C(NC1CCCC1)C1CCC(=O)N1C1CCCCC1 (stereo not drawn),-15%,-4,-2%,1,10%,-1.2%,6%,-14%[57.1 µM],-2%
O=C(O)c1cn(-c2ccccc2)nc1-c1ccncc1,1%,-9,nt,2,2%,1.3%,-2%,22%,-2%
CCc1cccc(CC)c1NC(=S)/C(=C(\[O-])c1ccc(Cl)s1)[n+]1ccccc1,-19%,0,-2%,0,0%,4.2%,-1%,-6%,-3%
COc1ccc(-c2c[n+](CC(=O)N3c4ccccc4Sc4ccccc43)c3n2CCC3)cc1,-4%,-4,0%,12,14%,-0.3%,0%,1%[57.1 µM],-5%
O=C(OCCN1C(=O)c2ccccc2C1=O)c1ccc(S(=O)(=O)N2CCCCCC2)cc1,3%,-14,-2%,3,0%,-0.2%,0%,0%,-6%
CCn1c2ccccc2c2cc(N=C3SC(CC(=O)Nc4ccccc4OC)C(=O)N3CCOC)ccc21 (stereo not drawn),-7%,-6,3%,-1,-3%,2.8%,-8%,-11%,-3%
N#Cc1ccc(OCC(=O)NCCc2ccccn2)cc1,-11%,-8,-8%,-6,4%,-0.6%,1%,6%[57.1 µM],-4%
CCOc1ccccc1NC(=O)CSc1nnc(CNC(=O)c2ccccc2F)o1,-13%,-1,-3%,0,-3%,-2.4%,-2%,-10%,-8%
CCCCc1nc(N2CCOCC2)c(C#N)c2c1CCCC2,-24%,-4,-26%,0,2%,-0.3%,-1%,36%[activator],-5%
Cc1cc(C(=O)Nc2cccc3ccccc23)c(C)o1,-12%,-5,-1%,-5,-4%,-0.5%,-1%,0%,2%
Cc1ccccc1C(=O)N1CCC(C(=O)Nc2ccc(S(=O)(=O)N3C(C)CCCC3C)cc2)CC1 (stereo not drawn),-23%,4,-12%,2,-4%,nt,-11%,1%,2%
CCC(C)Sc1ccc([C@H]2N[C@@](C)(C(=O)OC)[C@H]3C(=O)N(CC)C(=O)[C@@H]23)cc1 (stereo partly drawn),?,-2,-3%,-1,-11%,-2.0%,1%,3%,1%
CCOc1ccc(Nc2nc3cc(S(=O)(=O)N(CC)CC)ccc3o2)cc1,-18%,-5,-1%,3,1%,0.8%,1%,10%[57.1 µM],1%
CCOCC(=O)Nc1nc2c(s1)C(=O)CC(C)(C)C2,-17%,-7&-3,-8%,-2,-2%,1.5%,-1%,-8%,-5%
O=C(CSc1nnc(C2CC2)n1Cc1ccccc1)N1CCNC1=O,-13%,-3,?,-6,-1%,nt,0%,-3%,0%
COc1ccc2c(c1)C1NC(=S)N[C@@](C)(O2)C1C(=O)Nc1ccccc1 (stereo partly drawn),-15%,-3,3%,-2,-1%,-0.1%,0%,0%,-2%
O=C(Nc1ccccc1)N1CCOCC1,-4%,1,-5%,0,0%,3.2%,-1%,1%,-5%
CCCCn1cc(S(=O)(=O)c2ccccc2)c(=O)c2cc(F)c(N3CCC(C)CC3)cc21,-5%,-7,0%,0,8%,5.5%,-5%,19%,-2%
CSc1cccc(NC(=O)C2CC(=O)N(Cc3ccccc3)C2)c1 (stereo not drawn),-20%,0,-11%,-1,-11%,-0.7%,-7%,6%,-1%

From PubChem BioAssay
